Assay outcomes as filed in PubChem.
HIV RNase H inh: blocks HIV-1 RNase H cleavage of RNA/DNA duplex; RT-RNase H RNA/DNA duplex cleavage, fluorescence; inhibition, % at 10 µM; 65,000 tested, 1.9% active; AID 565; in the data active = inhibition above about 50%
RmlCD inh mix: mixture blocks RmlC and RmlD coupled enzyme activity. RmlC/RmlD coupled enzyme inhibition, 384-well mixture HTS. inhibition, % at 5.5 µM. 110,000 tested, 0.39% active. AID 1532; in the data active = inhibition above about 30%, passing the limit was not always enough; inconclusive = no clear call, values can overlap the other calls; also: strong numbers were not always called active
Active calls of the source: *. A portion of the library (hit frequency here may not be typical).

O=C(Nc1ccccc1N1CCN(c2ccccc2)CC1)c1cccc(F)c1 was read as HIV RNase H inh 1.2 and RmlCD inh mix 5.4.
CC(C)C12CN3CC(C(C)C)(CN(C1)C3c1ccc3c(c1)OCO3)C2=O (centres undefined) was read as HIV RNase H inh 11.2 and RmlCD inh mix -13.1.
Screening Cc1ccc(C)c(Nc2c([N+](=O)[O-])cc(C(=O)N3CC(=O)Nc4ccccc43)cc2[N+](=O)[O-])c1 returned RmlCD inh mix 4.8.
For CCOC(=O)c1ccccc1NC(=O)Cn1cnc2c(cnn2-c2ccc(OC)cc2)c1=O the results were HIV RNase H inh 2.2.
For CCC(C)[C@H](NC(=O)Nc1cccc(OC)c1)C(=O)OC (some centres undefined) the results were HIV RNase H inh 2.2 and RmlCD inh mix -2.5.
Screening Cc1ccc(/C=C/C(=O)c2c(C)nc3ccccn23)cc1 returned RmlCD inh mix -6.0.
COc1cc(Cl)c(C)cc1NC(=O)CSC was read as HIV RNase H inh -8.0 and RmlCD inh mix 3.3.
For C#CCOCCOCCOCCNc1nc(N2CCOCC2)nc(N2CCN(C(=O)[C@H](CCC(=O)O)n3cc(C(N)[C@H](C)CC)nn3)CC2)n1 (some centres undefined) the results were RmlCD inh mix -12.6.
Screening COC(=O)CCCC1=CC2=C(c3ccccc3)C(=O)C(C)(OC(=O)C3CCCC3)C(=O)C2=CN1CCc1c[nH]c2ccccc12 (centres undefined) returned RmlCD inh mix 6.1.
`CCCS(=O)(=O)c1c(S(=O)(=O)CCC)c2c(C)cccn2c1C(=O)OC` gave RmlCD inh mix 8.8.
N#C/C(=C1/CCCCCN1)c1nnc2n1CCCCC2 was read as HIV RNase H inh -7.2 and RmlCD inh mix 5.1.
COc1ccccc1OCc1ccc(C(=O)Nc2ccncc2)o1 was read as HIV RNase H inh 5.0 and RmlCD inh mix -5.5.
Screening CCn1c(SCC(=O)Nc2cc(NC(C)=O)ccc2OC)nnc1-c1ccccn1 returned HIV RNase H inh -3.9 and RmlCD inh mix 10.4.
For O=C(COc1ccccc1)Nc1ccc(S(=O)(=O)NCc2ccco2)cc1 the results were HIV RNase H inh 0.3 and RmlCD inh mix 8.0.
`C=CCOc1c(CNc2ccc(S(N)(=O)=O)cc2)cccc1OC` gave RmlCD inh mix -9.0.
For COC(=O)c1cc(-c2c(C)oc3cc(O)ccc3c2=O)c(C)o1 the results were HIV RNase H inh -6.5 and RmlCD inh mix 14.3.
O=C(NCC(c1cccnc1)N1CCN(c2ccc(F)cc2)CC1)c1ccc(F)cc1 (centres undefined) was read as HIV RNase H inh -9.3 and RmlCD inh mix 46.7.
`Cc1ccc(C(=O)N/C(=C/c2cccs2)C(=O)N2CCCCCC2)cc1` gave RmlCD inh mix -46.7.
For O=C(CN1CCOCC1)Nc1c2c(nc3c1CCC3)CCC2 the results were HIV RNase H inh -13.8 and RmlCD inh mix -7.8.
For CCOC(=O)CSc1nnc(CNC(=O)c2cc(OC)c(OC)c(OC)c2)n1C the results were HIV RNase H inh -37.8 and RmlCD inh mix 3.0.
For O=S(=O)(Cc1ccccc1)N1CCCC1 the results were HIV RNase H inh -8.3 and RmlCD inh mix 0.7.
COC1CCCCC1Nc1cc(C)cc(C)c1 (centres undefined) was read as RmlCD inh mix -2.4.
Cc1cc(C)c2cc(CN(CCO)C(=O)Nc3ccc(Cl)cc3)c(=O)[nH]c2c1 was read as HIV RNase H inh 0.9.
For CCC(=O)N1CCN(c2ccc(NC(=O)c3cc4ccccc4o3)cc2Cl)CC1 the results were HIV RNase H inh -12.5.
`COC(=O)c1ccccc1OCCOc1ccccc1C(=O)OC` gave RmlCD inh mix 6.2.
`COc1ccc(N2CCN(CCNC(=O)CCS(=O)(=O)c3cccc4nsnc34)CC2)cc1` gave HIV RNase H inh 11.5.
For CSc1ccc(Cc2ccc(Cl)cc2Cl)nn1 the results were RmlCD inh mix 3.1.
CCOC(=O)CSc1nc2cc(C(=O)NCC3CCCO3)ccc2c(=O)n1Cc1ccco1 (centres undefined) was read as HIV RNase H inh -2.6 and RmlCD inh mix -163.4.
CCOc1cc(C(=O)Nc2cccc3ncccc23)cc(OCC)c1OCC was read as RmlCD inh mix 8.6.
For Cc1ccc(C(=O)CC2SC(N)=NC2=O)cc1 (centres undefined) the results were RmlCD inh mix -8.9.
For CC(=O)Nc1c(C(=O)N2CCOCC2)cnn1-c1ccc(C)c(C)c1 the results were RmlCD inh mix -9.6.
For CC(=O)N(CC1CCCO1)C1(C(=O)NC2CCCC2)CCCCC1 (centres undefined) the results were HIV RNase H inh -4.0 and RmlCD inh mix -9.2.
Screening Cc1ccc(NC(=O)N(C2CCCCC2)C(C)c2cccnc2)cc1C (centres undefined) returned RmlCD inh mix 6.6.
`CCCc1ccc(OCC(=O)NNC(=S)NC(=O)c2ccco2)cc1` gave RmlCD inh mix 5.9.
For O=C(Nc1nn(Cc2ccc(Cl)cc2)cc1Br)c1ccc(COc2ccccc2Cl)o1 the results were RmlCD inh mix 11.6.
For COc1ccc(NC(=O)C2C3C=CC(C3)C2C(=O)NCc2ccco2)c(OC)c1 (centres undefined) the results were RmlCD inh mix -12.4.
Cc1nnc2n(Cc3ccccc3)c(=O)c3c4c(sc3n12)CN(Cc1ccccc1)CC4 was read as HIV RNase H inh 25.9.
For Cn1c(=O)[nH]c(=O)c2c1nc(N1CCCCCC1)n2CCSc1nc2ccccc2[nH]1 the results were HIV RNase H inh 6.1 and RmlCD inh mix 8.0.
For CCCCC(=O)N(c1ccc(C)c(C)c1)C1C=CS(=O)(=O)C1 (centres undefined) the results were HIV RNase H inh -6.0 and RmlCD inh mix -10.8.
`O=S(=O)(NC1CCCC1)c1ccc(S(=O)(=O)N2CCc3ccccc32)cc1` gave HIV RNase H inh -8.1 and RmlCD inh mix 2.7.
COc1ccc(Cl)cc1C(=O)Nc1ccc(N(C)C(C)=O)cc1 was read as RmlCD inh mix -6.8.
CCCCCc1c(C)c(C#N)c2nc3ccccc3n2c1-n1ccnc1C was read as RmlCD inh mix inconclusive.
For Nc1nc(SCc2c(F)cccc2Cl)[nH]c(=O)c1-c1ccccc1 the results were RmlCD inh mix -9.1.
`CN(C)Cc1cn(CCC(=O)O)c2ccccc12` gave HIV RNase H inh -0.5 and RmlCD inh mix 4.0.
`CC(=O)Nc1ccc(Oc2cc(C#N)c(C#N)cc2N2CCCCCC2)cc1` gave HIV RNase H inh -14.0 and RmlCD inh mix 3.7.
CC1CCN(Cc2nc3c(c(=O)n(C)c(=O)n3C)n2CCCc2ccccc2)CC1 was read as HIV RNase H inh -2.9 and RmlCD inh mix 5.9.
For CCOC(=O)C1CCN(C(=O)c2cccc(NC(=O)C(CC)CC)c2)CC1 the results were HIV RNase H inh -4.5 and RmlCD inh mix -9.7.
`COc1cccc(C2C(C(=O)Nc3nc4ccccc4s3)=C(C)NC3=C2C(=O)CC(C)(C)C3)c1OC` (centres undefined) gave RmlCD inh mix -3.8.
For CCCc1nc(SCC(=O)N2CCc3ccccc32)c2c(=O)n(C)c(=O)n(C)c2n1 the results were HIV RNase H inh -0.6.
For CCOC(=O)C(C(=O)OCC)C(C(=O)OCC)N1CCOCC1 (centres undefined) the results were RmlCD inh mix 3.6.
For CCN(c1ccc(OC)cc1)S(=O)(=O)c1ccc2c(c1)CCN2C(=O)CCC(=O)O the results were HIV RNase H inh -1.9 and RmlCD inh mix -6.3.
`CCOc1ccccc1C(=O)N1CCCCC1C` (centres undefined) gave HIV RNase H inh -7.1 and RmlCD inh mix -7.7.
For Cc1ccc(-c2ccc(=O)n(CC(=O)NCCCN3CCCCC3C)n2)cc1 (centres undefined) the results were HIV RNase H inh -8.5 and RmlCD inh mix 9.3.
For COc1ccccc1NC(=O)Cc1csc(N)n1 the results were HIV RNase H inh -28.7 and RmlCD inh mix 16.6.
For COC(=O)C1CCN(C(=O)C23CCC(C)(C(=O)O2)C3(C)C)CC1 (centres undefined) the results were HIV RNase H inh -9.9 and RmlCD inh mix 12.8.
`CCOC(=O)C1CCCN(S(=O)(=O)c2c(C)c(C)cc(C)c2C)C1` (centres undefined) gave HIV RNase H inh -55.0 and RmlCD inh mix -11.0.
Cc1ccc(C)c(/C(O)=C2/C(=O)C(=O)N(CCN3CCOCC3)C2c2ccc(C)o2)c1 (centres undefined) was read as HIV RNase H inh 5.1 and RmlCD inh mix -7.6.
For CCC1CC(C)(C(=O)Nc2ccc(S(N)(=O)=O)cc2)OC1=O (centres undefined) the results were HIV RNase H inh -0.2.
CC1CC(C)CN(Cc2nc3c(c(=O)n(C)c(=O)n3C)n2Cc2ccccc2Cl)C1 (centres undefined) was read as HIV RNase H inh -2.2.
Screening CCCC(=O)Nc1cc(-c2nn(C)c(=O)c3ccccc23)ccc1OC returned HIV RNase H inh -5.0 and RmlCD inh mix -10.8.

Reprinted at random: three records from the list
For COc1ccccc1NC(=O)Cc1csc(N)n1 the results were HIV RNase H inh -28.7 and RmlCD inh mix 16.6.
`CCOc1ccccc1C(=O)N1CCCCC1C` (centres undefined) gave HIV RNase H inh -7.1 and RmlCD inh mix -7.7.
`CCOC(=O)C1CCCN(S(=O)(=O)c2c(C)c(C)cc(C)c2C)C1` (centres undefined) gave HIV RNase H inh -55.0 and RmlCD inh mix -11.0.

Following part.
`Cc1n[nH]c(=O)nc1NCc1ccccc1` gave HIV RNase H inh 1.6 and RmlCD inh mix -5.5.
For CC(C)(C)OC(=O)NCCCCCc1nnc(SCC(N)=O)o1 the results were HIV RNase H inh -11.8 and RmlCD inh mix -32.6.
For Cc1cc(O)cc(=O)n1Cc1ccco1 the results were HIV RNase H inh -14.0 and RmlCD inh mix 8.9.
Screening CCOc1ccc(-n2c(C)nc3cc(C(=O)NCCCN4CCOCC4)ccc32)cc1 returned HIV RNase H inh -11.9 and RmlCD inh mix -14.3.
COc1ccc(CCn2c(-n3nc(C)cc3C)nc3c2c(=O)[nH]c(=O)n3C)cc1 was read as HIV RNase H inh 1.3 and RmlCD inh mix -12.2.
`COCC(=O)Nc1c(C(=O)Nc2cccc(OC)c2)oc2ccccc12` gave HIV RNase H inh -13.0 and RmlCD inh mix -10.5.
Screening Cc1nc(C)c(C(=O)NCc2ccc(Cl)cc2)o1 returned HIV RNase H inh 26.2 and RmlCD inh mix 3.4.
Screening CCn1c(=O)cc(SCC(=O)NCCCN2CCN(c3ccccc3F)CC2)c2ccccc21 returned HIV RNase H inh 2.5 and RmlCD inh mix 6.2.
For COC(=O)c1ccc(NC(=O)c2ccc(CN3CCOCC3)cc2)cc1 the results were HIV RNase H inh -6.3 and RmlCD inh mix 23.7.
Cc1cc(=O)n2c(n1)OC(CO)C2 (centres undefined) was read as HIV RNase H inh 1.2 and RmlCD inh mix -13.8.
For O=C(Cn1nnc2ccccc21)N1CCCCC1 the results were RmlCD inh mix 2.3.
For CCOC(=O)c1cnc2cc3c(cn2c1=O)CCCC3 the results were HIV RNase H inh 0.2.
Screening Cc1ccc(S(=O)(=O)N2CCC(C(=O)N3CCC[C@H]3C(=O)NC3CCS(=O)(=O)C3)CC2)cc1 (some centres undefined) returned HIV RNase H inh -14.2 and RmlCD inh mix 10.7.
CN(C)c1c([N+](=O)[O-])cc2[nH]c(=O)[nH]c2c1[N+](=O)[O-] was read as RmlCD inh mix -23.2.
`CCCCSC1(SCCCC)N=C(N)C2(C#N)C(c3ccccc3)NC(C)=C(C)C12C#N` (centres undefined) gave RmlCD inh mix -10.4.
For O=C(NCSC1=NCCS1)c1ccccc1 the results were HIV RNase H inh -13.9 and RmlCD inh mix 7.1.
For Cc1nc(N)c(C#N)c(-c2ccccc2)c1C the results were HIV RNase H inh -9.1 and RmlCD inh mix 5.3.
For COc1cc(/C=N/N2CCN(c3ccccc3OC)CC2)ccc1O the results were RmlCD inh mix -3.9.
For Cc1nc(-n2nnc3ccccc32)c2c3c(sc2n1)CCCC3 the results were HIV RNase H inh -22.3 and RmlCD inh mix -0.7.
Screening CC(C)(C)SCCNC(=O)c1ccccc1 returned RmlCD inh mix 9.7.
CCCC1(C(=O)OCC)NC(c2cc(OC)c(OC)c(OC)c2)C2C(=O)N(CC)C(=O)C21 (centres undefined) was read as HIV RNase H inh 3.8.
COc1ccc(Nc2ccc3c(c2)=NC2(CCCCC2)[N+]=3[O-])cc1 was read as HIV RNase H inh 4.4 and RmlCD inh mix -8.2.
Screening N/C(=N\OC(=O)c1cc(-c2ccccc2)nc2ccccc12)c1ccc(Cl)cc1 returned RmlCD inh mix 3.1.
Cc1cccnc1NC(=O)c1ccccc1NC(=O)C(C)(C)C was read as RmlCD inh mix -3.0.
CC(C)(C)C(=O)Nc1ccc(-c2cn3ccsc3n2)cc1 was read as HIV RNase H inh 3.1.
For CCCn1c(SCc2cc(=O)[nH]c3ccccc23)nc2c1c(=O)n(C)c(=O)n2C the results were HIV RNase H inh -8.9 and RmlCD inh mix 19.2.
`O=c1[nH]c(=O)n(Cc2ccco2)c2c1C(C(F)(F)F)(C(F)(F)F)N=C(C1CCCCC1)N2` gave HIV RNase H inh 69.6* and RmlCD inh mix 9.2.
`CN(CC(=O)Nc1ccccn1)S(=O)(=O)c1ccc(Cl)cc1` gave RmlCD inh mix -3.3.
`O=C(Nc1ccon1)c1cccc(S(=O)(=O)N2CCCCCC2)c1` gave RmlCD inh mix -11.5.
For CCCS(=O)(=O)N1CCN(CC2CC=CCC2)CC1 (centres undefined) the results were RmlCD inh mix 9.6.
`CCOC(=O)C(=O)/C(=C\N(C)C)c1onc(-c2c(F)cccc2Cl)c1C(=O)OC` gave RmlCD inh mix -12.4.

In the list so far, these have a cyano group.
N#C/C(=C1/CCCCCN1)c1nnc2n1CCCCC2 was read as HIV RNase H inh -7.2 and RmlCD inh mix 5.1.
CCCCCc1c(C)c(C#N)c2nc3ccccc3n2c1-n1ccnc1C was read as RmlCD inh mix inconclusive.
`CC(=O)Nc1ccc(Oc2cc(C#N)c(C#N)cc2N2CCCCCC2)cc1` gave HIV RNase H inh -14.0 and RmlCD inh mix 3.7.
`CCCCSC1(SCCCC)N=C(N)C2(C#N)C(c3ccccc3)NC(C)=C(C)C12C#N` (centres undefined) gave RmlCD inh mix -10.4.
For Cc1nc(N)c(C#N)c(-c2ccccc2)c1C the results were HIV RNase H inh -9.1 and RmlCD inh mix 5.3.
